Assay outcomes deposited in PubChem by Sanford-Burnham Center for Chemical Genomics.
APJ antagonist = blocks the human apelin receptor APJ; P35414; CHO-K1 APJ beta-arrestin complementation, luminescence; inhibition, % at 20 µM; hit rate 0.32% among 330,000; AID 2521;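 active = inhibition above about 40% at 20 µM, limit read from the data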;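 also: cells challenged with 10 nM apelin-13 agonist together with compound; plate controls were apelin-13 plus DMSO wells for no effect and DMSO wells lacking apelin-13 for full effect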
EBI2 antag = antagonists of human EBI2 receptor. AID 651636. inhibition, % at 5 µM. P32249. EBI2 beta-arrestin recruitment, luminescence, 7a,25-OHC stimulated. hit rate 0.81% among 360,000; in the data active = inhibition above about 38%;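 also: enzyme fragment complementation signal reports receptor beta-arrestin coupling in cells; 0% = agonist plus DMSO wells and 100% = wells without agonist; some results beyond the cut were filed as inactive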
Jurkat NFkB inh = lowers PMA/ionomycin-induced NF-kB signal in Jurkat cells; PMA/ionomycin-induced NF-kB luciferase reporter, luminescence; inhibition, % at 4 µM; hit rate 0.53% among 330,000; in the data active = inhibition above about 50%
697 NFkB inh = inhibitors of the PMA/ionomycin-induced NF-kB reporter in 697 B cells; 697 B-cell NF-kB luciferase reporter, 16 h; inhibition, % at 4 µM; hit rate 0.33% among 330,000; in the data active = inhibition above about 35%
CXCR6 block = CXCR6 (human) receptor inhibition; O00574; CHO-K1 PathHunter CXCR6 beta-arrestin, luminescence; inhibition, % at 20 µM; hit rate 0.36% among 360,000; AID 602244; in the data active = inhibition above about 34%, passing the limit was not always enough;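 also: antagonist mode with CXCL16 agonist at 10 nM final; 0% = 10 nM CXCL16 with DMSO and 100% = unstimulated wells without agonist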
Target sequence (O00574 whole entry, looked up): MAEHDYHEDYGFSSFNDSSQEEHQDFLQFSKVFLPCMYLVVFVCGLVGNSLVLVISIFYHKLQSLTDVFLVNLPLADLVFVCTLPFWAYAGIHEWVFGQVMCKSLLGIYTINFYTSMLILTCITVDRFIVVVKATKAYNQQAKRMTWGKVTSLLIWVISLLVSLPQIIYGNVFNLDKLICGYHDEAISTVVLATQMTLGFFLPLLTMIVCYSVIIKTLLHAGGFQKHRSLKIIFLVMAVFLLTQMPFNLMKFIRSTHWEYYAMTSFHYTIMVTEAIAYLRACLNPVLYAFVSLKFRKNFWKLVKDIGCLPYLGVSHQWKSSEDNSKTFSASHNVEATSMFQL
Gli-Sufu antag = Gli-Sufu pathway antagonism | AID 588413 | hit rate 0.74% among 340,000 | inhibition, % at 5 µM | Sufu-KO-LIGHT fibroblasts, Gli luciferase reporter luminescence;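 active = inhibition above about 55%, limit read from the data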;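 also: 0% = DMSO-treated cells and 100% = wells with medium but no cells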
UBC13 inh = blocks human UBC13 polyubiquitin chain formation | P61088 | TR-FRET | inhibition, % at 20 µM | hit rate 0.47% among 330,000; in the data active = inhibition above about 45%, passing the limit was not always enough
Target sequence (P61088 whole entry, looked up): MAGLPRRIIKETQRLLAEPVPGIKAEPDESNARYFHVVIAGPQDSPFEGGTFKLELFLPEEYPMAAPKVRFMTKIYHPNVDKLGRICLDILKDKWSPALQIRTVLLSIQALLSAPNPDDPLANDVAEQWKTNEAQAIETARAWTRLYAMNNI
CCR6 antag = antagonists of human CCR6 receptor; AID 493098; P51684; hit rate 0.49% among 340,000; inhibition, % at 20 µM; CHO-K1 CCR6 PathHunter beta-arrestin, luminescence, CCL20-stimulated;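 active = compounds whose inhibition of the agonist-driven luminescence signal at 20 µM reaches about 50%, limit read from the data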;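 also: cells stimulated with CCL20 at 14 nM final; plate controls were DMSO with CCL20 for no effect and DMSO without agonist for full effect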
Target sequence (P51684 whole entry, looked up): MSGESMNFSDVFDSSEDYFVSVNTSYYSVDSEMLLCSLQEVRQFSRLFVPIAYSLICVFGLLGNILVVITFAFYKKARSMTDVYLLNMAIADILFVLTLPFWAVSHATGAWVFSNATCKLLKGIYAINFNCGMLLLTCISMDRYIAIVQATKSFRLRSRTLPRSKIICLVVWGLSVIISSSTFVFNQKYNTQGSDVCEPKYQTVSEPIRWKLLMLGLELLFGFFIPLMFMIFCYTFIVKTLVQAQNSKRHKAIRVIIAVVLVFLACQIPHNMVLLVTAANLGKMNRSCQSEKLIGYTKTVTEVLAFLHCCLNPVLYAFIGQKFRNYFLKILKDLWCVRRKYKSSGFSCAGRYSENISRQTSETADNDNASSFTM
Numbers without * were called inactive; x = no result given.

Under each structure – APJ antagonist	EBI2 antag	Jurkat NFkB inh	697 NFkB inh	CXCR6 block	Gli-Sufu antag	UBC13 inh	CCR6 antag
[1] N/C(COc1cccc(Cl)c1)=N\O
    14	-7	-13	13	-2	0	4	1
[2] CCc1ccccc1N1C(=O)CN(Cc2cc(OC)c(OC)c(OC)c2)C1=S
    -12	-7	-9	-1	-3	16	5	-5
[3] COc1cc([N+](=O)[O-])ccc1NC(=O)Nc1cccnc1
    7	-2	7	25	8	-5	-6	18
[4] O=C(N/N=C/c1ccc2ncccc2c1)c1cccc([N+](=O)[O-])c1
    -6	4	0	1	-4	4	-4	4
[5] Cc1[nH]c(=O)[nH]c(=O)c1/C=N/NC(=O)[C@H](CC(C)C)NC(=O)OC(C)(C)C
    3	-2	1	7	-6	-6	-1	-8
[6] CN(C)CCCn1c(SCCN2C(=O)c3ccccc3C2=O)nc2ccccc2c1=O
    0	-6	-2	-9	-2	-5	0	10
[7] CC(C)[C@H](NC(=O)c1cccc(S(=O)(=O)N2CCOCC2)c1)C(=O)Nc1nc2ccccc2s1
    8	2	-36	-35	5	-7	2	18
[8] Cc1cc(NC(=O)CCc2ccc(C)o2)no1
    -8	3	-2	1	-10	0	-14	2
[9] O=C(Cn1nnc(-c2ccccc2NC(=O)c2cccs2)n1)Nc1ccccc1
    19	18	-18	-7	11	-30	3	18
[10] COC(=O)c1ccc(N2C(=O)c3ccc(OC)c(OC)c3C2=O)cc1
    22	-8	11	4	-3	17	10	17
[11] CCCCn1nc(C(=O)NCC(c2cccs2)N2CCOCC2)c2ccccc2c1=O (centres undefined)
    3	9	27	-5	-2	12	8	18
[12] CN1C(=S)SC(N(O)C=C2C=CC(=O)C=C2)C1(C)C (centres undefined)
    -8	0	-11	3	-2	-1	4	10
[13] O=C(COc1ccc(C(=O)c2ccccc2)cc1)NC1CCCCCC1
    14	11	21	-2	-8	8	6	15
[14] COc1ccc(CNC(=O)c2[nH]c(C)c(C(C)=O)c2C)cc1
    9	7	8	4	-3	-3	5	7
[15] c1ccc(CCCCc2ccccn2)cc1
    x	13	x	x	-8	-15	x	7
[16] O=C(CCNC(=O)c1ccco1)Nc1ccc(Cl)cc1F
    6	-9	13	2	0	-12	-6	8
[17] Cc1occc1C(=O)N1CCCC(CO)(Cc2ccc(F)cc2F)C1 (centres undefined)
    26	-7	-14	12	2	2	-3	4
[18] OCC[C@@H]1C[C@@H](O)[C@H](O)[C@@]2(OCc3ccccc32)O1
    2	-5	21	2	-7	-9	-8	6
[19] Cc1nnc(SCC(=O)Nc2ccc3c4c(cccc24)CC3)n1C
    -3	3	7	7	-6	0	-4	21
[20] CCc1ccccc1N(CC(=O)N1CCCCC1)S(=O)(=O)c1ccccc1
    3	-19	-8	6	1	17	-3	10
[21] CC(=O)Nc1cccc(C(=O)/C=C/c2ccc(F)cc2)c1
    13	-16	-7	15	10	-20	6	18
[22] O=C(NC1CCCCC1)c1cccc(N2C(=O)CCC2=O)c1
    -29	-3	-1	-10	-5	-12	-4	5
[23] O=S(=O)(c1ccccc1F)N1CCCc2ccccc21
    8	3	3	-18	6	5	1	8
[24] O=[N+]([O-])c1ccc(OCCO)c(P(=O)(c2ccccc2)c2ccccc2)c1
    18	-12	13	7	-3	3	-4	11
[25] Cc1nc2ccccc2cc1C(=O)O
    10	-5	8	-4	1	-3	0	1
[26] Cc1c(CN2CCC(CO)(CCOc3ccccc3)CC2)[nH]c2c(Cl)cccc12
    -6	-7	12	30	-8	9	26	19
[27] O=C(c1ccc(COc2ccc(Cl)cc2)cc1)N1CCCCC1
    16	10	-47	-66	-10	-50	-6	5
[28] CCCCC(CC)C(=O)Nc1cc([N+](=O)[O-])ccc1F (centres undefined)
    -6	0	-6	8	16	5	8	13
[29] Cc1ccc(NC(=O)CCNS(=O)(=O)c2ccc3c(c2)c(=O)n(C)c(=O)n3C)cc1C
    7	-3	5	9	-1	10	6	5
[30] CC1CCCN(C(=O)N2c3ccccc3Sc3ccccc32)C1 (centres undefined)
    -13	18	-6	-9	6	1	-11	4
[31] C[C@@]12CCC3[C@@](CCC4[C@@]3(C)CCC[C@@]4(C)C(=O)Nc3ccc(Cl)cc3)(CC1=O)C2 (some centres undefined)
    9	14	5	16	-2	39	11	-2
[32] Nc1nc(CN2CCCCC2)cs1
    5	-6	8	8	-8	-4	6	-13
[33] CN(Cc1ccon1)C(=O)CC1C(=O)NCCN1Cc1ccc(F)c(F)c1 (centres undefined)
    5	0	-12	9	-6	-8	1	7
[34] CN(C)c1ccc(/C=N\NC(=S)SCN2C(=O)C3CCC(C)(C2=O)C3(C)C)cc1 (centres undefined)
    -4	28	-15	-4	6	-5	-28	7
[35] COc1ccccc1CSc1ncc(-c2ccc([N+](=O)[O-])cc2)[nH]1
    5	21	-24	-55	20	-8	-7	22
[36] CNC(=O)NC(=O)CSc1nnc(-c2ccco2)n1Cc1ccccc1
    2	-4	0	17	-12	3	-3	13
[37] O=C(Cc1ccccc1)n1nc(-c2ccccc2)nc1NCc1ccco1
    4	-2	-28	-22	4	-24	3	17
[38] Oc1[nH]c2ccccc2c1N=Nc1nc(Nc2ccccc2)nc(N2CCOCC2)n1
    28	10	-2	53*	7	13	-4	17
[39] O=c1[nH]c(=S)[nH]c2c1C(c1ccc(Br)cc1)c1c([nH]c(=S)[nH]c1=O)O2
    x	-12	x	x	11	7	x	5
[40] O=C(NNS(=O)(=O)c1ccccc1)c1ccc(S(=O)(=O)N2CCCCC2)cc1
    1	-5	3	1	-9	0	-5	8
[41] Cc1ccc(NC(=O)NCCCN2CCCC2=O)cc1C
    16	7	-9	-1	0	1	7	2
[42] COc1ccc(OCC(=O)N2CCN(C(=O)c3ccco3)CC2)cc1
    3	34	-2	6	2	-10	-4	-16
[43] COc1ccccc1Nc1nc(NCc2ccco2)c2ccccc2n1
    10	-8	-21	-31	-10	30	37	-3
[44] Cc1cccc(OCc2nnc(SCC(=O)N3c4ccccc4CCc4ccccc43)o2)c1
    2	52*	-5	4	4	10	-9	19
[45] CCOC(=O)c1sc(NC(=O)CNCc2ccccn2)c(C(=O)OCC)c1C
    3	7	-11	-11	2	28	2	27
[46] CCOc1ccc(S(=O)(=O)N2CC(=O)Nc3ccccc32)cc1C#N
    3	-12	-16	0	5	27	4	7
[47] CC(C)CNC(=O)C1Nc2ccc(C(F)(F)F)cc2C2C=CCC12 (centres undefined)
    -7	4	4	1	10	3	-6	17
[48] Cc1ccc(S(=O)(=O)N2CCN(C(=O)Cn3nc(C(=O)O)c4ccccc4c3=O)CC2)cc1
    -15	x	7	13	x	4	12	-1
[49] CCO[C@@H]1OC(C(=O)N2CCN(Cc3ccc4c(c3)OCO4)CC2)=C[C@H](c2ccc(C(F)(F)F)cc2)[C@H]1CCCO
    -46	17	3	-13	26	29	16	38
[50] CN1CC(=O)N(CC(=O)NCc2ccc(F)cc2)c2ccccc2C1=O
    -10	-8	-16	-9	-1	-9	-8	11
[51] COc1ccc(S(=O)(=O)Nc2ccccc2C)cc1
    0	-16	13	-30	0	0	7	11
[52] O=C(NC1CCCC1)C(c1ccncc1)N(C(=O)c1csnn1)c1cccc(Cl)c1 (centres undefined)
    9	-6	10	-5	-8	-25	-3	9
[53] COc1ccc(/C=C/C(=O)c2ccc(OC)cc2O)cc1
    9	74*	-5	1	6	-24	12	3
[54] CCOC(=O)N1CCN(C(=O)c2ccc(CS(=O)Cc3ccc(C)cc3)o2)CC1 (centres undefined)
    -9	-4	6	-4	1	-5	0	4
[55] c1nnn(C23CC4CC(CC(C4)C2)C3)n1
    -38	-15	6	14	2	-7	12	-7
[56] COc1ccc(OC)c(C(=O)c2ccc([N+](=O)[O-])cc2)c1
    x	-7	x	x	-11	7	x	-10
[57] CC(=O)OCC1CC(COC(C)=O)C(COC(C)=O)CC1COC(C)=O (centres undefined)
    x	-12	x	x	4	13	x	17

Three of the entries above in order of the 697 NFkB inh value, lowest first:
No.	SMILES	APJ antagonist	EBI2 antag	Jurkat NFkB inh	697 NFkB inh	CXCR6 block	UBC13 inh	CCR6 antag
37	O=C(Cc1ccccc1)n1nc(-c2ccccc2)nc1NCc1ccco1	4	-2	-28	-22	4	3	17
41	Cc1ccc(NC(=O)NCCCN2CCCC2=O)cc1C	16	7	-9	-1	0	7	2
36	CNC(=O)NC(=O)CSc1nnc(-c2ccco2)n1Cc1ccccc1	2	-4	0	17	-12	-3	13

Structural class: those above with fluorine
Under each structure – APJ antagonist	EBI2 antag	Jurkat NFkB inh	697 NFkB inh	CXCR6 block	Gli-Sufu antag	UBC13 inh	CCR6 antag
[16] O=C(CCNC(=O)c1ccco1)Nc1ccc(Cl)cc1F
    6	-9	13	2	0	-12	-6	8
[17] Cc1occc1C(=O)N1CCCC(CO)(Cc2ccc(F)cc2F)C1 (centres undefined)
    26	-7	-14	12	2	2	-3	4
[21] CC(=O)Nc1cccc(C(=O)/C=C/c2ccc(F)cc2)c1
    13	-16	-7	15	10	-20	6	18
[23] O=S(=O)(c1ccccc1F)N1CCCc2ccccc21
    8	3	3	-18	6	5	1	8
[28] CCCCC(CC)C(=O)Nc1cc([N+](=O)[O-])ccc1F (centres undefined)
    -6	0	-6	8	16	5	8	13
[33] CN(Cc1ccon1)C(=O)CC1C(=O)NCCN1Cc1ccc(F)c(F)c1 (centres undefined)
    5	0	-12	9	-6	-8	1	7
[47] CC(C)CNC(=O)C1Nc2ccc(C(F)(F)F)cc2C2C=CCC12 (centres undefined)
    -7	4	4	1	10	3	-6	17
[49] CCO[C@@H]1OC(C(=O)N2CCN(Cc3ccc4c(c3)OCO4)CC2)=C[C@H](c2ccc(C(F)(F)F)cc2)[C@H]1CCCO
    -46	17	3	-13	26	29	16	38
[50] CN1CC(=O)N(CC(=O)NCc2ccc(F)cc2)c2ccccc2C1=O
    -10	-8	-16	-9	-1	-9	-8	11
